# IL-2 act: activators of IL-2; IL-2 activation reporter assay, cell-based qHTS; stimulated with anti-CD3/CD4/CD28 beads; in transgenic mouse T cells; activation, % (series mostly up to about 46 µM); 360,000 tested, 0.065% active; AID 652025; in the data active = activation above about 50%; inconclusive = mostly about 30% to 49%; also: 0% is about no effect
#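 Readout is EGFP and DsRed signal by fluorescent plate cytometry after 18 h at 37 degrees C. Transgenic mouse T cells (750/well) received compound for 60 min before bead stimulation (anti-CD3, anti-CD4, anti-CD28); memory T cells served as non-tolerant control.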
# PLK1 PBD inh: PLK1 (human) polo-box domain binding inhibition. P53350. Plk1 PBD binding of FITC phosphopeptide, fluorescence polarization. Potency, µM, without a hit: max response, negative = inhibition, actives largely listed as inhibitors. 360,000 tested, 2.8% active; also: potency is read from the fitted curve at half-maximal effect; series mostly up to about 57 µM; % is scaled to controls: 0 for no effect and ±100 for the full control effect; nearly all actives have a fitted effect of over 65% in size
# Target sequence (P53350 whole entry, looked up, the tested form may be a part): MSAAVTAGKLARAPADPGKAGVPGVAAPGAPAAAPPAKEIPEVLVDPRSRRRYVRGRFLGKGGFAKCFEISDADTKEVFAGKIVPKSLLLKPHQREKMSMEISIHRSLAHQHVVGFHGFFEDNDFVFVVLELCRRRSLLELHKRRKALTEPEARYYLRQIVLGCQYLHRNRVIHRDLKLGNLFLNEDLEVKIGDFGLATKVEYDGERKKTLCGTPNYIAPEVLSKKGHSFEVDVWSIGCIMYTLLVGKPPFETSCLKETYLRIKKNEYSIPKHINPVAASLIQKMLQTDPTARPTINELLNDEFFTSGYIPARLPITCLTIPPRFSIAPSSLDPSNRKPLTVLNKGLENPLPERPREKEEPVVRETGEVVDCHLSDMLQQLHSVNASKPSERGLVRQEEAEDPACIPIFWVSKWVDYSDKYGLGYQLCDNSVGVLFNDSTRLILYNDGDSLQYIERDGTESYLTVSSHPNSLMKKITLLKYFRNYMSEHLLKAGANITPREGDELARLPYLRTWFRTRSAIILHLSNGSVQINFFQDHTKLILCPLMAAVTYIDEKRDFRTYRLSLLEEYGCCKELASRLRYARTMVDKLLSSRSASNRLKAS
# WRN helicase inh: WRN helicase (human) inhibition | Q14191 | WRN helicase unwinding, fluorescent forked duplex, kinetic | Potency, µM (doses to about 114 µM), without a hit: at the highest dose activity change, negative = inhibition, most hits filed as inhibitors | 360,000 tested, 0.46% active | AID 651768; also: potency is read from the fitted curve at half-maximal effect; % is scaled to controls: 0 for no effect and ±100 for the full control effect; nearly all actives have a fitted effect of over 55% in size
#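 WRN at 20 nM final was preincubated with compound for 15 min at room temperature; reaction started with 100 nM forked duplex oligonucleotide carrying fluorophore and quencher plus 2 mM ATP (final). Unwinding followed kinetically by red fluorescence (ex 525/em 598 nm).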
# DRD3 antagonist: blocks the human D3 dopamine receptor | 360,000 tested, 2.5% active | max response, negative = inhibition, % | P35462 | D3R cells, DiscoveRx beta-arrestin luminescence, antagonist mode; hits give low values | AID 652054; in the data active = max response below about -50%; inconclusive = no clear call, values can overlap the other calls; also: % is scaled to controls: 0 for no effect and ±100 for the full control effect; mostly tested at two doses, the higher about 12 µM
# Target sequence (P35462 whole entry, looked up): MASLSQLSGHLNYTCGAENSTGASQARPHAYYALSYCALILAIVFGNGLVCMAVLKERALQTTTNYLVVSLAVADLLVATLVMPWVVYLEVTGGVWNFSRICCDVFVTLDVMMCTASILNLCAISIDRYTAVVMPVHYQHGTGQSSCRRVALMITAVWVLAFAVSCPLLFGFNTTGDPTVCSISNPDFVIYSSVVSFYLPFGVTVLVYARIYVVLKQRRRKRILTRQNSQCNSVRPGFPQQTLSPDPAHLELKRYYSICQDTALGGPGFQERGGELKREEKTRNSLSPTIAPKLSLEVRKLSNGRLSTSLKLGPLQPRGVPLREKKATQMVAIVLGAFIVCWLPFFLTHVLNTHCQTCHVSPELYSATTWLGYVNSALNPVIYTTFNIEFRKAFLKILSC
#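 Cells expressing the human receptor were seeded at 1500 cells/well, incubated overnight at 37 degrees C in 5% CO2, then exposed to library compounds with dopamine controls for 90 minutes at 37 degrees C before luminescent detection.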
# PI5P4Ka inh: inhibitors of human PI5P4K alpha. PI5P4Kalpha enzyme, ADP-Glo luminescence, 60 min; hits give low values. max response, %. 330,000 tested, 1.2% active. AID 652105; active = max response of -50% or lower; inconclusive = between -30% and -50%; inactive = -30% or higher; also: value at the top dose of about 77 µM; % is scaled to controls: 0 for no effect and ±100 for the full control effect
#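 Luminescence from ADP-Glo served as readout of PI5P4Kalpha activity in a qHTS format. Reaction: enzyme, substrate, compound, ATP at 5 microM final, 60 min at RT.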
# GLP1R ag: GLP-1 receptor (human) agonism | HEK293 GLP-1R CRE-luciferase, luminescence, 4-6 h; cells express a hypersensitive GLP-1R form | Potency, µM (titrated, usually from 45.6 µM), for inactives: at the highest dose activation, most hits filed as activators | 380,000 tested, 0.007% active; also: potency is read from the fitted curve at half-maximal effect; % of control where 0% means no effect
# HEK293 tox: cytotoxicity in counter-screen for GLP-1R inverse agonists; Potency, µM (doses to about 38.3 µM), without a hit: at the highest dose activity change, negative = inhibition, hits mostly inhibitors; HEK293 cAMP-luciferase reporter cells, luminescence, 24 h; 410,000 tested, 0.13% active;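 also: loss of luciferase light is scored as toxicity; potency is read from the fitted curve at half-maximal effect; % is scaled to controls: 0 for no effect and ±100 for the full control effect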
#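 Step one: seed cells (200 cells/uL, DMEM with 10% Nu serum, 1% pen-strep). Step two: 12-hour incubation at 37 deg C. Step three: pin 23 nL compound, incubate 24 hr. Step four: add luciferase reagent, read luminescence 12 min later.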
# GLP-1R inv ag: GLP-1 receptor (human) inverse agonism; P43220; HEK293 GLP-1R CRE-luciferase, luminescence, 24 h; GLP-1R form is constitutively active; Potency, µM (series often up to 38.3 µM), without a hit: top-dose activity change, negative = inhibition, actives largely listed as inhibitors; 410,000 tested, 1.6% active; also: potency is read from the fitted curve at half-maximal effect; % is scaled to controls: 0 for no effect and ±100 for the full control effect; nearly all actives have a fitted effect of over 55% in size
#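 GLP-1R inverse agonism mode: basal reporter luminescence in engineered HEK293 cells measured after one day of compound exposure at 37 deg C, with a 12 min room-temperature detection step.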
# D3 ag: agonists of human D3 dopamine receptor; P35462; D3R DiscoveRx beta-arrestin cells, luminescence, 90 min; max activation, %; 410,000 tested, 0.58% active; AID 652048; in the data active = max activation above about 30%; also: 0% is about no effect; mostly tested at two doses, the higher about 12 µM
#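 Cells at 1500/well, incubated overnight, then treated with pinned compounds (dopamine as control) for 90 min at 37 degrees C. DiscoveRx reagent added for 30 - 60 minutes at room temperature; luminescence read.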
# An asterisk follows results filed as active; u = inconclusive; x = no result given; & = joins results of further samples; [ ] = dose if it differs, or a comment. Unless noted, calls follow the shape of the dose curve; as a rule, active = well fitted curve in the direction sought with a large enough effect; inconclusive = small, poorly fitted or top-dose-only effect, or another doubt; inactive = no such curve, though single readings can be large; an effect the other way counts as inactive or inconclusive.
SMILES,IL-2 act,PLK1 PBD inh,WRN helicase inh,DRD3 antagonist,PI5P4Ka inh,GLP1R ag,HEK293 tox,GLP-1R inv ag,D3 ag
Cc1occc1C(=O)Nc1c(F)cc(F)cc1Br,-1.7,-8.0%,4.5%,-20.8,x,-6.9%,2.8%,6.2%,-4.6
CC(C)=CCN1CCN(CCC2=C(C)CCCC2(C)C)CC1CCO (centres undefined),-0.3,-13.4%,-1.8%,-90.2*,0.3,17.9%,-16.8%,u,-14.4
COc1ccc(NC(=O)c2cccc3c2C(=O)c2ccc(-c4ccc(F)cc4OCc4ccccc4)cc2S3(=O)=O)cc1,-0.5,-10.9%,5.3%,10.1,-10.7,0.9%,u,4.2%,11.1
Cc1ccccc1Cn1c(Cc2ccccc2)nc2ccccc21,-2.4,1.4%,-3.6%,22.5,x,0.0%,u,u,3.5
CCOc1ccc(S(=O)(=O)N2CCC(C(=O)NC3CCCCC3)CC2)cc1,-0.1,-8.0%,-22.7%,u,1.6,-21.9%,13.1%,23.7%,-7.6
Cc1ccc(NC(=O)c2ncn(CC(=O)NCC(C)c3ccccc3)n2)cc1C (centres undefined),-0.3,0.5%,-4.7%,-6.4,8.9,13.9%,-2.8%,-13.9%,7.7
COc1ccc(CN(C)CC(=O)Nc2cccc(S(=O)(=O)N(C)c3ccccc3)c2)c(OC)c1,-4.7,0.0%,-28.5%,-13.2,7.8,15.1%,-3.7%,u,-18.4
CC(=O)NCC(=O)OCC(=O)c1ccc(C)c(C)c1,-0.8,-6.6%,2.9%,-8.9,x,-1.1%,-5.6%,1.5%,-7.7
O=C(C1CCCN(S(=O)(=O)c2ccccc2[N+](=O)[O-])C1)N1CCCC1 (centres undefined),-0.3,-9.3%,3.3%,-1.5,-6.6,-0.2%,-8.9%,0.5%,6.0
O=C1CCCCCN1CSc1nc2ccccc2s1,-0.6,-9.0%,-4.4%,12.1,3.1,3.0%,-4.4%,u,3.3
COC(=O)c1ccc(Cn2ccc(=O)[nH]c2=O)cc1,1.2,-0.8%,-3.5%,-7.9,-5.9,-0.8%,3.6%,11.6%,-0.3
Nn1c(COc2ccccc2F)nnc1SCC(=O)NCC1CCCO1 (centres undefined),0.1,5.6%,7.6%,23.7,0.3,-3.7%,15.0%,6.5%,1.9
CCOC(=O)CSc1c(-c2ccccc2)c2cc(Cl)ccc2[nH]c1=O,-2.1,-28.3%,-3.3%,24.0,3.5,5.8%,-2.5%,-20.7%,-0.1
CCCN(CC(=O)Nc1ccccc1C)C(=O)Cc1coc2cc(C)ccc12,0.7,-5.4%,-28.9%,7.6,-26.0,-1.1%,-6.7%,u,-0.2
CC1CC2=C(CC1/C=N/NC(N)=S)C(C)(C)CCC2 (centres undefined),-0.6,-15.9%,-6.5%,-76.3*,0.6,-3.4%,2.24µM*,u,-23.5
COc1ccccc1NS(=O)(=O)c1cccc(NC(=O)c2[nH]c(C)c(C(C)=O)c2C)c1,-1.0,-9.7%,-10.4%,4.2,-0.8,-4.9%,-11.5%,u,-0.1
Cc1ccc(S(=O)(=O)N2CCOCC2)cc1C(=O)NNC(=O)c1ccoc1C,0.8,0.4%,2.1%,-0.5,-0.8,-5.2%,7.5%,-2.4%,-16.7
CN(CC(=O)N1CCN(Cc2ccccc2)CC1)S(=O)(=O)c1ccc(Br)cc1,-4.1,-3.9%,-21.9%,u,11.6,6.7%,-1.8%,u,-37.8
Cc1ccc(OCC(=O)OC2CCS(=O)(=O)C2)cc1 (centres undefined),2.5,-5.4%,-9.1%,10.3,2.8,-1.8%,9.6%,5.5%,1.8
CCN(C#N)c1nc(N(C)C)nc(N(C)C)n1,-2.3,-6.3%,0.5%,24.3,x,-7.3%,20.1%,0.0%,-6.9
Cc1cc(C)c2c(=O)n(CC(=O)Nc3cccc(Cl)c3C)sc2n1,-3.8,2.67µM*,1.7%,-21.4,-87.0*,0.9%,-0.9%,1.0%,-3.3
O=C(O)CSc1c[nH]c2ccccc12,-2.9,-9.7%,-19.7%,-11.7,1.5,5.3%,-2.7%,14.8%,11.3
CCCOc1ccc(C2/C(=C(/O)c3ccccc3)C(=O)C(=O)N2CCCN(C)C)cc1OC (centres undefined),-1.1,-10.5%,0.9%,u,-6.1,-7.4%,-10.7%,13.6%,-3.0
Cc1cc2nc(SCCN3CCOCC3)[nH]c2cc1C,-0.5,-0.2%,1.4%,6.2,5.3,0.7%,10.6%,18.2%,-9.2
COC(=O)C1(C)NC(c2ccccc2F)C2C(=O)N(c3ccccc3)C(=O)C21 (centres undefined),-2.6,-0.4%,8.5%,5.9,-14.2,-0.9%,1.4%,18.0%,0.2
SMILES,IL-2 act,PLK1 PBD inh,WRN helicase inh,DRD3 antagonist,PI5P4Ka inh,GLP1R ag,HEK293 tox,GLP-1R inv ag,D3 ag
COC(=O)c1cccc(NC(=S)NCCC2=CCCCC2)c1,4.6,-10.1%,-2.5%,0.0,14.3,0.9%,-1.3%,u,-5.4
Cc1cnc(C(=O)Nc2ccccc2C(=O)N2CCOCC2)cn1,-1.3,-3.6%,-5.9%,-12.0,0.0,-6.4%,-29.0%,-17.6%,-3.5
CCc1ccc2c(c1)c1nnc(NN)nc1n2CC,-2.8,-8.5%,4.9%,-0.9,-10.2,1.4%,u,82.9%[activator],-6.2
CCOC(=O)c1c(NC(=O)C2COc3ccccc3O2)sc(C)c1C (centres undefined),1.6,3.4%,-2.4%,-0.6,0.5,17.7%,0.3%,7.7%,1.9
O=C(CC(=O)NC1CCCCC1)N/N=C/c1cccc2ccccc12,-0.7,-2.9%,-6.1%,u,-2.1,25.3%,15.5%,0.1%,-12.3
CCOC(=O)C1CCCN(C(=O)COC(=O)C2=COCCO2)C1 (centres undefined),-0.3,-6.4%,2.8%,-23.1,-9.7,-10.3%,5.2%,-18.6%,-18.4
Cc1c(C)n(CCN(C)C)c2ccc(C(=O)OCCN(C)C)cc12,-1.4,1.6%,-8.9%,-4.0,-1.5,-3.8%&-3.6%,-20.0%,u,-7.2&-4.7
Cc1ccc(-n2c(C)nc3oc4ccccc4c(=O)c3c2=O)cc1,-2.7,-27.9%,u,-11.0,x,-1.7%,-2.6%,-4.7%,-4.3
CCOC(=O)c1c(N)nn(C(=O)C(C)C)c1-c1ccccc1,-4.1,-14.9%,-1.7%,-7.9,1.3,-1.0%,-7.8%,13.9%,-2.9
C=CCOc1ccc(/C=C/C(=O)OCC(=O)NC2CCCCCCC2)cc1,-2.4,-13.5%,11.1%,3.9,-3.7,4.1%,-4.0%,1.7%,2.9
COc1ccc(Cn2c(CCC(=O)Nc3ccc(CC#N)cc3)nc3cccnc32)cc1,1.8,-2.4%,-10.3%,14.2,x,-2.1%,-3.8%,19.0%,0.0
CCOC(=O)c1c(C)[nH]c(NC(=O)Nc2ccc(NC(C)=O)cc2)c1C,-3.0,-10.2%,4.9%,12.6,-2.8,10.5%,-10.1%,30.9%,3.4
O=c1[nH][nH]c2ccccc2c1=O,0.0,-21.9%,-8.0%,-2.0,-17.9,0.1%,5.6%,0.1%,12.0
Cc1ccc2oc(-c3cccc(NC(=S)NC(=O)/C=C/c4ccco4)c3)nc2c1,0.5,-11.9%,u,-17.7,-27.2,-20.7%,u,u,-6.7
COc1cccc(C2N(c3cccc(Cl)c3)C(=O)C3CCCN32)c1OC (centres undefined),-3.6,-6.9%,-11.7%,-9.4,-1.7,-0.7%,0.1%,16.4%,-8.7
COc1cccc(N2CC(C(=O)Nc3nnc(SCC(=O)NCC4CCCO4)s3)CC2=O)c1 (centres undefined),-3.0,-23.9%,-34.3%,-10.2,-25.1,6.0%,-2.2%,14.8%,-2.1
COc1ccc(CC(C)N2CCN(c3cccc(C(F)(F)F)c3)CC2)cc1OC (centres undefined),-2.1,-5.1%,-9.2%,-87.8*,x,-6.3%,-27.4%,-22.9%,-22.8
CCc1ccc(C(=O)COC(=O)c2cccnc2Cl)cc1,1.1,-21.8%,-3.9%,2.3,1.5,4.9%,4.8%[7.66 µM],15.5%[7.66 µM],1.7
CCOC(=O)CNC(=O)CSc1nc(-c2ccccc2)ns1,-2.1,13.4µM*,u,7.2,u,2.1%,-4.3%,-13.7%,6.2
CSc1ccc(/C=C(/NC(=O)c2ccccc2)C(=O)NCCCn2ccnc2)cc1,-0.3,0.0%,-5.2%,-0.7,2.6,5.1%,-1.5%,12.0%,0.7
OC[C@@H]1CN(C2CCCC2)C[C@H](n2cnc3c(NC4CCC4)ncnc32)O1,0.7,-3.5%,6.3%,-7.9,-2.4,12.9%,3.9%,-2.8%,8.4
CN(Cc1cccs1)C(=O)c1ccc(S(=O)(=O)N2CCCCC2)cc1,0.0,-9.4%,-0.8%,-13.1,0.5,14.4%,9.1%,-21.9%,-1.4
CCC(C)C(=O)Nc1nc(C)c(-c2csc(Nc3ccc(Cl)cc3)n2)s1 (centres undefined),-0.6,-14.4%,13.4%,52.9,-6.7,-3.1%,6.0%,u,-2.2

# Reformatted as tab-separated lines: 5 of the compounds above.
molecule	IL-2 act	PLK1 PBD inh	WRN helicase inh	DRD3 antagonist	PI5P4Ka inh	GLP1R ag	HEK293 tox	GLP-1R inv ag	D3 ag
CN(Cc1cccs1)C(=O)c1ccc(S(=O)(=O)N2CCCCC2)cc1	0.0	-9.4%	-0.8%	-13.1	0.5	14.4%	9.1%	-21.9%	-1.4
Cc1ccc2oc(-c3cccc(NC(=S)NC(=O)/C=C/c4ccco4)c3)nc2c1	0.5	-11.9%	u	-17.7	-27.2	-20.7%	u	u	-6.7
Cc1ccc(-n2c(C)nc3oc4ccccc4c(=O)c3c2=O)cc1	-2.7	-27.9%	u	-11.0	x	-1.7%	-2.6%	-4.7%	-4.3
CCOC(=O)CNC(=O)CSc1nc(-c2ccccc2)ns1	-2.1	13.4µM*	u	7.2	u	2.1%	-4.3%	-13.7%	6.2
COc1cccc(C2N(c3cccc(Cl)c3)C(=O)C3CCCN32)c1OC (centres undefined)	-3.6	-6.9%	-11.7%	-9.4	-1.7	-0.7%	0.1%	16.4%	-8.7
